High-throughput results as filed in PubChem BioAssay.
DYRK1A inh = blocks rat Dyrk1A kinase activity; hit rate 0.43% among 310,000; Q63470; AID 504441; ADP-Glo luminescence, NFATc1 peptide; inhibition, % at 12.5 µM; in the data active means inhibition above about 50%;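 further: plate controls were vehicle with enzyme for no effect and no enzyme for full effect; many of its hits are not listed in these tables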
GSK3beta inhib = human GSK3beta kinase inhibition. P49841. GST-GSK3beta kinase, ADP-Glo luminescence, 60 min; stronger effect = lower value. activity score (negative = inhibition), % at 10 µM. hit rate 0.038% among 300,000. AID 2097;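 active means more than half of replicate wells score below -50%, meaning over 50% inhibition versus plate controls; inconclusive means some replicates but at most half score below -50%; inactive means no replicate scores below -50%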;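 further: 0% = median DMSO wells and -100% = median GW8510 positive control wells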
Target sequence (P49841 whole entry, looked up): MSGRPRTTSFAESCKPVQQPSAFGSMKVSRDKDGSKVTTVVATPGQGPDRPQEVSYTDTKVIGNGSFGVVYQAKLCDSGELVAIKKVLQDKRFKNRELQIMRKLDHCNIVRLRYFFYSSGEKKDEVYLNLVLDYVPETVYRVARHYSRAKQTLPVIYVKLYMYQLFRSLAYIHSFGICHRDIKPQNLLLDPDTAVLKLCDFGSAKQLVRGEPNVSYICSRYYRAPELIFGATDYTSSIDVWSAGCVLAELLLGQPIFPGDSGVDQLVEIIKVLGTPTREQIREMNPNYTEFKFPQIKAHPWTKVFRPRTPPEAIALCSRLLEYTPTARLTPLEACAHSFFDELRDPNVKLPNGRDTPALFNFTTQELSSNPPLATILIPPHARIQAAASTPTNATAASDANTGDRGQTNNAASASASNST
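Test system: GST-tagged human GSK3beta kinase, cell-free; evaluation: activity score scaled between in-plate DMSO and GW8510 controls; measured by: ADP-Glo luminescence; incubation: 60 min reaction, RT; benchmarks: DMSO and 20 µM GW8510; reagent: peptide substrate plus 25 µM ATP (final); medium: Tris/MgCl2 kinase buffer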
aSyn 5UTR inh = MLPCN primary screen, SNCA 5' untranslated region; alpha-synuclein 5'UTR reporter, inhibitor activity; inhibition, % (tested at 7.5 µM); hit rate 0.82% among 300,000; in the data active means inhibition above about 60%; inconclusive means no clear call, values can overlap the other calls;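 further: H4 neuroglioblastoma cells stably carrying SNCA 5'UTR luciferase fusion; 0% = DMSO wells and 100% = positive control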
HSP90 inh = inhibitors of HSP90 luciferase refolding in rabbit reticulocyte lysate; luciferase refolding luminescence, 3 h; hit rate 0.91% among 290,000; inhibition, % at 5.6 µM; AID 1789;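 active means inhibition above the screen-wide mean plus 3 SD, computed separately per campaign, cut at about 16% in these data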;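 further: 0% = DMSO wells and 100% = 60 µM geldanamycin wells; inhibitors lower the luminescence because luciferase stays unfolded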
HSF1 activator = increases HSF-1 driven luciferase reporter signal; NIH3T3-HGL HSF-1 luciferase reporter, MG132, 8 h; 100% = twice DMSO control signal; activation, % at 9 µM; hit rate 1.7% among 300,000; AID 504408;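 active means mean replicate activation of at least 50% with a set share of replicates each reaching 50%; inconclusive means only one of those two conditions met; inactive means mean below 50% and too few replicates reaching it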;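 further: 0% = median of the neutral control wells and 100% = twice that signal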
KLF5 inhibitor = inhibitors of KLF5 expression | DLD-1 KLF5 promoter-luciferase reporter, luminescence | inhibition, % at 5 µM | hit rate 0.23% among 290,000;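 active means inhibition above a per-plate limit of that plate's mean compound inhibition plus 3 SD, cut at about 60% in these data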;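 further: 0% = DMSO wells and 100% = LY294002 at 200 µM; higher means less KLF5 promoter-driven luciferase light; inactives centre near -14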
HSF1 inhib = HSF1 inhibition; NIH3T3-HGL HSE-luciferase, MG132-induced, luminescence 8 h; stronger effect = lower value; activity change, negative = inhibition, % at 7.5 µM (by protocol); hit rate 0.77% among 300,000; AID 2098;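 active means more than half of replicate wells show activity change below -50%, luminescence cut by over half; inconclusive means some wells, but at most half, below -50%; inactive means no replicate well below -50%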;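 further: luciferase reports HSF-1 transcriptional activity via heat shock element; 0% = median of DMSO wells and -100% = zero luminescence signal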
IEC-6 cytotox = kills IEC-6 intestinal cells in KLF5 counter-screen; IEC-6 cytotoxicity, luminescence viability; inhibition, % at 5 µM; hit rate 0.78% among 290,000; in the data active means inhibition above about 22%;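 further: 0% = plate median of test compound wells and 100% = cytotoxic reference compound wells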
GSK3A inh = human GSK-3 alpha kinase inhibition; P49840; hit rate 0.1% among 320,000; AID 2650; inhibition, % at 10 µM; ADP-Glo luminescence, 60 min;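 in the data active means inhibition above about 50%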;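 further: GST-tagged GSK-3 alpha with peptide substrate and 25 µM ATP; 0% = DMSO neutral wells and 100% = GW8510 positive control wells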
Target sequence (P49840 whole entry, looked up): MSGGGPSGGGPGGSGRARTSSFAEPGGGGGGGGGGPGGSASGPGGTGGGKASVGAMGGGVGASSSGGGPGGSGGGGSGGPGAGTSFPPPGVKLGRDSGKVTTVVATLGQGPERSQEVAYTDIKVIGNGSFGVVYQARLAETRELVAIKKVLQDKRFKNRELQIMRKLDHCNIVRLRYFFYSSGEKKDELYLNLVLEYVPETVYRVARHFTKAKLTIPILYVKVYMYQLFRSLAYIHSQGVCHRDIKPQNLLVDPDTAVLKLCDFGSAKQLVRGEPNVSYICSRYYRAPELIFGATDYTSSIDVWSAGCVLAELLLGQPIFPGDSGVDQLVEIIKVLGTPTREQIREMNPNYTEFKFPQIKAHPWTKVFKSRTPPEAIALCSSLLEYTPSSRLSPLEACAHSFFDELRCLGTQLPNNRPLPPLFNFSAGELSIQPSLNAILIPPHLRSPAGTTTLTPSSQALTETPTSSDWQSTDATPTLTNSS
Platelet DG rel = modulates dense granule release in human platelets; hit rate 0.22% among 300,000; human platelet-rich plasma, SFLLRN dense granule ATP release, luminescence; inhibition, %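 (compounds screened at 7.5 µM in platelet-rich plasma)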;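 active means mean replicate score, as percent of positive control, at or above 50; inconclusive means mean below 50 but at least one replicate at or above 50; inactive means mean and every replicate below 50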
Starred values were filed as active, the others as inactive; ? = inconclusive; . = no result given. This is a subset; count on the stated rates, not on these rows.

Start of the data: the first 2 compounds, ahead of the listing:
molecule | DYRK1A inh | GSK3beta inhib | aSyn 5UTR inh | HSP90 inh | HSF1 activator | KLF5 inhibitor | HSF1 inhib | IEC-6 cytotox | GSK3A inh | Platelet DG rel
Cc1ccc(-c2cc(-c3ccc(F)cc3)nc(N)c2C#N)o1 | -5 | -3 | 63* | 2 | 11 | -25 | 8 | -1 | 0 | -27
O=C(Nc1cccc(F)c1)c1cc(S(=O)(=O)N2CCC3(CC2)OCCO3)ccc1F | . | 3 | 0 | 2 | -3 | 12 | 3 | 0 | -1 | -2

Results (from the top)
molecule | DYRK1A inh | GSK3beta inhib | aSyn 5UTR inh | HSP90 inh | HSF1 activator | KLF5 inhibitor | HSF1 inhib | IEC-6 cytotox | GSK3A inh | Platelet DG rel
Cc1ccc(-c2cc(-c3ccc(F)cc3)nc(N)c2C#N)o1 | -5 | -3 | 63* | 2 | 11 | -25 | 8 | -1 | 0 | -27
O=C(Nc1cccc(F)c1)c1cc(S(=O)(=O)N2CCC3(CC2)OCCO3)ccc1F | . | 3 | 0 | 2 | -3 | 12 | 3 | 0 | -1 | -2
CCN(CC1CCCO1)C(=O)c1cc(COc2ccccc2SC)on1 (centres undefined) | 0 | 0 | -3 | 0 | -9 | -32 | 2 | -1 | -3 | 10
NC(=O)c1noc(C(=O)N(CC(=O)NC2CCCC2)Cc2ccc3c(c2)OCO3)c1N | -8 | . | . | 3 | . | -18 | . | 2 | -3 | .
Cc1cc(=O)[nH]c(=S)[nH]1 | 5 | 0 | 17 | 2 | 14 | -22 | 2 | 2 | -2 | -2
CCOC(=O)CSc1nc(C)c(C(=O)OCC)s1 | -14 | -1 | 7 | 0 | -1 | -23 | -2 | 3 | 0 | 7
Cc1ccc(NC(=O)CSc2nnc(-c3cnccn3)n2C)cc1C | . | -3 | -24 | -6 | 4 | -12 | -1 | -4 | 0 | 6
CC1CCc2nc(N)c(C#N)c(-c3cccnc3)c2C1 (centres undefined) | 9 | 3 | 46 | -3 | -54 | 8 | -48 | -4 | -2 | -18
CCOC(=O)Cn1nc(-c2ccc(Cl)cc2)cc1N | -2 | 1 | -36 | 7 | 0 | -24 | 4 | 0 | -1 | 1
CC(C)(C)c1ccc(OCC(=O)NNC(=O)CCc2ccccc2)cc1 | -1 | -7 | -4 | -3 | 23 | -28 | 4 | -6 | 1 | 1
CC(C)(C)C(=O)NC(=S)NCc1ccccc1 | 4 | 0 | 12 | 7 | 0 | -31 | -3 | 4 | -1 | 11
CCCCN1C(=O)/C(=c2\sc3nc(=O)c(-c4ccccc4)nn3c2=O)c2ccccc21 | 0 | 0 | 12 | -3 | 1 | -13 | -7 | -3 | -7 | -2
CCOc1ccc(S(=O)(=O)n2ccnc2)c2ccccc12 | 2 | 1 | -18 | . | 11 | . | 1 | . | -4 | 10
O=C(CCCC(=O)N(CC(=O)NC1CCCC1)Cc1ccc(F)cc1)Nc1ccccn1 | 1 | -2 | 6 | 3 | -3 | -13 | -1 | 2 | 2 | -1
S=C(N/N=C/c1ccc2c(c1)OCO2)NC1CC2CCC1C2 (centres undefined) | . | -2 | -128 | 9 | 39 | -34 | 22 | 0 | -1 | -7

(further entries)
molecule | DYRK1A inh | GSK3beta inhib | aSyn 5UTR inh | HSP90 inh | HSF1 activator | KLF5 inhibitor | HSF1 inhib | IEC-6 cytotox | GSK3A inh | Platelet DG rel
Cc1ccc(N(C(=O)c2csnn2)C(C(=O)NC2CCCCC2)c2ccccn2)cc1 (centres undefined) | -3 | 3 | 7 | 1 | -11 | 14 | 11 | 0 | -2 | -4
CCn1c(SCC(=O)N2CCCCCC2)nc2c(c1=O)SCC2 | -1 | 4 | 25 | -4 | -3 | -42 | 1 | 3 | 2 | 4
O=C(COC(=O)COc1ccccc1[N+](=O)[O-])NC1CCCC1 | -7 | 0 | 17 | -1 | 12 | 8 | -1 | 4 | 0 | -4
COc1ccc(Nc2oc(-c3ccc(F)cc3)nc2C#N)cc1 | . | 4 | -233 | 2 | 42 | -94 | 15 | 10 | -4 | -40
COCCNc1nc2sc3c(c2c(=O)n1Cc1ccco1)CCCCC3 | 0 | -3 | -72 | 4 | -43 | -14 | -30 | -5 | . | -3
O=C1NC(c2ccccc2)=C(c2ccc3ccccc3n2)C(c2ccncc2)N1 (centres undefined) | 2 | -1 | -16 | 2 | 6 | 10 | 2 | -1 | 6 | 11
O=C(NCCN1C(=O)CCC1=O)c1ccncc1 | 5 | -1 | 1 | -1 | 7 | -17 | -8 | -2 | 3 | 4
Cc1ccc(N(C)S(=O)(=O)c2ccc3c(c2)CC(C)N3C(=O)C2CC2)cc1 (centres undefined) | . | 1 | 21 | 3 | 12 | 5 | -7 | -7 | 0 | 14
Cn1c(=O)[nH]c(=O)c2c1nc(N1CCOCC1)n2CC(O)COc1ccc2ccccc2c1 (centres undefined) | -5 | -3 | 28 | -4 | 5 | -4 | 10 | 0 | 1 | 14
Cc1ccc(NC(=O)c2cc(-c3ccc4c(c3)OCO4)on2)cc1C | -1 | 3 | -61 | 1 | 1 | -40 | 10 | -2 | -1 | -7
O=C1CN(C(=O)c2c(F)cccc2F)C(c2ccccc2)c2cc(Br)ccc2N1 (centres undefined) | 3 | 0 | -11 | 3 | 5 | -25 | 11 | -5 | 4 | 4
C=CCN1C(=O)C(CC(=O)O)SC1=Nc1cccc([N+](=O)[O-])c1 (centres undefined) | . | . | 29 | -2 | 1 | -38 | -3 | 5 | -1 | -1
COc1ccc(NC(=O)CCCN(C)S(=O)(=O)c2ccc(C)cc2)cc1 | 1 | -2 | 27 | 3 | . | 11 | . | -5 | -2 | 4
COc1cccc(CNC(=O)CN(C)S(=O)(=O)c2ccc3c(c2)c(=O)n(C)c(=O)n3C)c1 | 4 | -2 | -13 | -2 | -2 | 4 | -11 | 4 | 2 | -8
Cc1cc(C(F)(F)Cl)n2ncc(-c3ccccn3)c2n1 | -4 | 1 | 16 | 5 | -7 | -7 | -3 | 4 | -1 | 13

Further entries follow.
molecule | DYRK1A inh | GSK3beta inhib | aSyn 5UTR inh | HSP90 inh | HSF1 activator | KLF5 inhibitor | HSF1 inhib | IEC-6 cytotox | GSK3A inh | Platelet DG rel
COc1ccc(C(=O)O)cc1S(=O)(=O)Nc1ccccc1Cc1ccccc1 | 4 | 5 | 1 | 1 | -3 | 4 | 1 | 1 | . | 6
CCc1nnc(N2CCN(c3ncnc4c3oc3ccccc34)CC2)s1 | 7 | 2 | -6 | 1 | 2 | 0 | -6 | -8 | . | 1
O=C(CNC(=O)c1[nH]cnc1C(=O)N[C@@H](Cc1ccccc1)C(=O)OCc1ccccc1)OCc1ccccc1 | 4 | 1 | 20 | 1 | -10 | 6 | 5 | 0 | -1 | -4
CCCn1cnnc1CNC(=O)C1CCC(=O)N(CCc2ccc(OC)cc2)C1 (centres undefined) | 0 | -1 | 1 | 4 | -2 | -19 | 1 | 6 | 1 | 8
CN(C)c1ccc(/C=N/N(Cc2ccccc2)c2ccccc2)cc1 | . | -4 | 20 | 2 | 12 | -40 | 2 | -2 | -5 | -15
CC(=O)NC(C)(CC(=O)c1ccccc1)c1ccccc1 (centres undefined) | 6 | 5 | -2 | . | 20 | . | -5 | . | -6 | -12
COC(=O)c1cscc1S(=O)(=O)Cc1ccccc1 | . | -3 | -5 | -2 | 1 | -12 | -4 | -2 | -4 | 1
O=C(Nc1ccccc1Cl)NC1(C(=O)NCC2CCCO2)CCCCC1 (centres undefined) | 5 | 2 | 12 | -4 | -10 | 21 | 0 | 6 | 0 | 15
O=C(C1=C[C@H](c2ccccc2)C[C@H](OCCCCO)O1)N1CCN(Cc2ccccc2)CC1 | -2 | 1 | -20 | 7 | 11 | -13 | -3 | -3 | 1 | 6
CSc1cc(-c2ccc(Cl)cc2)n(Cc2ccccc2)c(=O)c1C#N | 1 | -2 | -3 | 1 | -27 | -30 | -5 | 2 | -2 | -32
COC(=O)c1ccccc1Oc1cc(C(F)(F)F)nc(-c2ccccn2)n1 | 5 | 1 | -11 | . | 8 | . | 5 | . | 0 | ?
C=CCn1c(SC(C)CC)nc(O)cc1=O (centres undefined) | 2 | 0 | -13 | 1 | -1 | -19 | -4 | -4 | -9 | -3
CCNc1ccc(S(=O)(=O)C(F)(F)F)cc1NC(=O)C12CCC(CC1)C2 | . | -1 | 27 | -2 | 5 | -7 | 0 | -4 | -2 | -2
COc1ccc(C(=O)NCC2(c3ccccc3)CCCC2)c(OC)c1 | -2 | -2 | 13 | 3 | 4 | -59 | 13 | -1 | -3 | -6
CC12CN3CC(C)(CN(C1)C3c1ccccc1)C2O (centres undefined) | -1 | 2 | -1 | 4 | -2 | -5 | -9 | 0 | -1 | -8

Carrying on.
molecule | DYRK1A inh | GSK3beta inhib | aSyn 5UTR inh | HSP90 inh | HSF1 activator | KLF5 inhibitor | HSF1 inhib | IEC-6 cytotox | GSK3A inh | Platelet DG rel
COc1cc(CCCN2C(N)=NC[C@H]2Cc2ccc(O)cc2)cc(OC)c1OC | 2 | 4 | 3 | . | -14 | . | 3 | . | 0 | 14
O=C(CSc1n[nH]c(-c2ccccc2)n1)NC1CCCCC1 | 8 | 0 | -11 | -1 | 11 | -18 | -6 | 5 | 1 | 7
CSCc1ccc(C(=O)NCc2ccccc2)cc1 | -6 | -1 | -51 | 1 | -4 | -17 | 5 | 1 | . | -1
Clc1ccc(/C=N/c2c(-c3ccc(Cl)cc3)nc3n2CCS3)cc1 | 4 | -7 | -44 | 0 | 16 | -19 | 13 | -1 | -1 | -1
O=C(OCc1cc(Cl)ccc1OC(F)F)c1ccc([N+](=O)[O-])o1 | . | 1 | -10 | -8 | 25 | 7 | 9 | 16 | -2 | 2
O=C(CN1C2=NCCN2c2ccccc21)C12CC3CC(CC(C3)C1)C2 | 0 | -4 | -4 | -2 | 30 | -1 | 5 | 8 | 0 | 7
COc1ccc(NC(=O)CN2CCN(c3c(C)cc(C)cc3C)CC2)cc1 | 0 | 1 | 4 | 2 | 7 | -19 | 3 | -4 | 1 | 1
CN(C)c1ccc(/C=N/NC(=O)CNC(=O)/C=C/c2ccco2)cc1 | 3 | 1 | -23 | 2 | -1 | -20 | -10 | 2 | -2 | -3
CC1(C)C2CC[C@]3(C)C(CC=C4[C@@H]5C[C@@](C)(CO)[C@@H](O)C[C@]5(C(=O)O)CC[C@]43C)[C@@]2(C)CC[C@@H]1O (some centres undefined) | . | 12 | -23 | . | 7 | . | 7 | . | -2 | -6
CC(C)n1nc(Cc2cccc3ccccc23)c(C#N)c1N | -10 | 2 | 11 | . | 14 | . | 0 | . | -1 | 1
O=C(NC1CCCCC1)c1cc(C(=O)c2ccccc2Br)c[nH]1 | -4 | 8 | 5 | 2 | -22 | 2 | -8 | 18 | -2 | -1
O=c1cc(-c2ccc(Cl)c(Cl)c2)[nH][nH]1 | 25 | -3 | 9 | 13 | ? | -7 | 20 | 2 | 2 | -2
